LYP phosphatase – inhibitors of LYP phosphatase, biochemical, fluorescence intensity, uHTS (AID 1779). recombinant LYP phosphatase, fluorescence intensity; higher % means a stronger effect. inhibition, % at 11.5 µM, or IC50 in µM where a hit was titrated. actives 0.054% (n = 290,000);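 further: plate controls were vehicle with enzyme for no effect and no enzyme for full effect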
XIAP displacement – XIAP antagonists, biochemical, IAP family, fluorescence polarization (AID 1018) | XIAP BIR domain, fluorescence polarization peptide displacement; higher % means a stronger effect | actives 0.007% (n = 200,000) | one-dose displacement, % at 20 µM; IC50 in µM for titrated hits; in the data active means displacement above about 50%; further: a part of the inactive calls stands beside numbers as strong as those of hits
PMI inhibition – MPI inhibition at elevated mannose 6-phosphate – biochemical, fluorescence intensity, high mannose 6-phosphate, primary screen (AID 1220); recombinant PMI enzyme, coupled fluorescence intensity; higher % means a stronger effect; inhibition, % at 20 µM; hits with a dose series show IC50 in µM; actives 0.66% (n = 190,000)
human PMI inhibition – inhibitors of human PMI, primary screen, biochemical, fluorescence intensity, coupled assay (AID 1209); purified PMI enzyme, coupled fluorescence intensity; higher % means a stronger effect; inhibition, % at 20 µM, or IC50 in µM where a hit was titrated; actives 0.42% (n = 190,000);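 further: plate controls were DMSO vehicle for no effect and wells lacking substrate for full effect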
M17LAP inhibition – P. falciparum M17LAP inhibitors, primary screen, biochemical, fluorogenic H-Leu-NHMec substrate, 1536-well (AID 1619). recombinant M17LAP, H-Leu-NHMec fluorogenic kinetic assay; higher % means a stronger effect. inhibition, % at 30 µM, or IC50 in µM where a hit was titrated. actives 0.38% (n = 220,000);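 active means compound inhibiting the enzyme by more than half at any dose during confirmatory dose-response retesting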;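 further: plate controls were full reaction with DMSO carrier for no effect and no enzyme background for full effect; strong numbers were not always called active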
M1AAP inhibition – P. falciparum M1AAP inhibitors, biochemical, fluorogenic H-Leu-NHMec substrate, 1536-well (AID 1445); inhibition, % at 30 µM; hits with a dose series show IC50 in µM; actives 0.42% (n = 220,000); recombinant M1AAP, H-Leu-NHMec fluorogenic kinetic assay; higher % means a stronger effect;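 active means primary inhibition above the hit cutoff, then over 50% inhibition at one or more dose response concentrations, cut at about 23% in these data, passing the limit was not always enough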;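 further: plate controls were DMSO full reaction for no effect and no enzyme background for full effect; strong numbers were not always called active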
SIAH1 antagonists – blockers of Siah-1 interaction with plectin peptide – biochemical, fluorescence polarization, rhodamine-plectin, uHTS, primary screen (AID 1817); Siah-1 / rhodamine-plectin peptide fluorescence polarization; higher % means a stronger effect; displacement, % at 20 µM; hits with a dose series show IC50 in µM; actives 0.02% (n = 290,000);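 active means displacement of at least 50% at 20 µM, with a fluorescence ratio check between 0.3 and a set limit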;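 further: plate controls were Siah plus tracer with DMSO for no effect and tracer alone without Siah for full effect; strong numbers were not always called active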
Dynein transport – blocks dynein driven cargo transport along microtubules; 3617.4 mouse cells, GR-EGFP nuclear translocation imaging; test concentration mostly 20 µM; stimulated with dexamethasone, 1 µM; active compounds read low; z-score, hits read low; actives 0.47% (n = 220,000); AID 1381;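 active means plate z-score of nuclear minus cytoplasmic receptor signal below a set negative limit, without overly bright fluorescence or cell loss, cut at about -3.5 in these data, passing the limit was not always enough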;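 further: z-score of nuclear minus cytoplasmic ring GR-EGFP intensity difference per well; some compounds called inactive have numbers as strong as hits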
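medium = tetracycline-free induction medium containing charcoal-stripped FBS | probe or stimulus = dexamethasone, 1.0 µM final | timing = 48 h induction, then 1 h compound, then 30 min agonist, 37 °C | detection = automated 10x imaging of fixed Hoechst-stained cells | read-out basis = nuclear versus cytoplasmic GR-EGFP signal, averaged per well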
AID2073 – inhibitors of Mint1-CaV2.2 protein interaction, biochemical, HTRF (AID 2073); actives 0.19% (n = 290,000); inhibition, % at 20 µM, or IC50 in µM where a hit was titrated; HTRF protein-protein interaction, Mint1-CaV2.2; higher % means a stronger effect; in the data active means inhibition mostly above about 51%, no sharp cut-off; further: some results filed as inactive read as strong as hits
Dynein transport cytoplasmic EGFP – second read-out of Dynein transport, no call of its own (marks repeat the call); z-score; measured here: cytoplasmic GR-EGFP intensity; active compounds read high
Dynein transport nuclear GR-EGFP – also measured in Dynein transport; calls as there; z-score; measured here: nuclear GR-EGFP intensity;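 lower value marks the stronger effect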
Dynein transport cell count – second read-out of Dynein transport, no call of its own (marks repeat the call); z-score; measured here: cell count per field
* marks the source's active call; other numbers are inactive results; · = not tested or not shown. Unless noted, no stated cut-off is given here; in the data, active means inhibition above about 50%; inactive means the rest.

no.	Molecule	Dynein transport	AID2073	Dynein transport cell count	Dynein transport cytoplasmic EGFP	PMI inhibition	M1AAP inhibition
1	CC(=O)N1CCN(c2ccc(NC(=S)NC(=O)c3ccccc3)cc2)CC1	-0.118	-20.9%	0.224	-0.223	4.1%	4.6%
2	O=C(c1ccccc1F)N1CCC(N2CCCCCC2)CC1	1.63	10.9%	-1.56	-0.0779	-4.8%	0.0%
3	O=C(Nc1nnc(-c2ccc(Cl)cc2)o1)c1ccc(N2C(=O)CCC2=O)cc1	0.773	2.2%	-1.57	-0.207	-20.5%	1.1%
4	Cn1c(N2CCOCC2)c(/C=N/O)c2ccccc21	-0.983	-10.5%	2.42	-0.378	15.0%	11.8%
5	O=C(CSc1nc2[nH]ncc2c(=O)[nH]1)Nc1nccs1	-0.498	5.4%	0.452	-0.297	-12.3%	6.3%
6	O=C(NCCc1ccccn1)c1cccc(S(=O)(=O)N2CCCCCC2)c1	-0.0375	6.2%	0.208	-0.0531	4.3%	0.6%
7	COc1ccccc1Nc1nc(N)nc(CSC(=S)N2CCCCC2)n1	-0.141	7.1%	-0.661	-0.19	·	1.6%
8	CC1CC(C)CN(S(=O)(=O)c2ccc(C(=O)NCc3ccc4c(c3)OCO4)cc2)C1 (stereo unspecified)	0.185	-3.7%	0.321	-0.254	-2.6%	10.4%
9	O=C(c1cc2c(s1)CCCC2)N1CCN(c2ccccc2)CC1	-0.546	3.8%	0.856	-0.3	2.1%	4.3%
10	CC(C)NC(=O)c1cc2n(n1)C(C(F)(F)F)CC(c1ccco1)N2 (stereo unspecified)	0.837	-0.3%	-0.409	-0.288	-7.1%	1.3%

no.	human PMI inhibition	Dynein transport nuclear GR-EGFP	SIAH1 antagonists	XIAP displacement	M17LAP inhibition	LYP phosphatase
1	5.5%	0.0434	-10.4%	-12.5%	2.1%	1.1%
2	-1.8%	0.994	-8.4%	-5.5%	-0.6%	-1.3%
3	-22.8%	1.26	5.3%	-4.1%	-13.3%	-9.3%
4	9.5%	-0.53	6.9%	-3.7%	8.6%	-3.7%
5	-22.9%	-0.119	6.6%	-2.5%	2.9%	-7.5%
6	12.3%	0.0899	2.4%	-6.9%	5.8%	1.7%
7	·	0.358	6.0%	·	6.4%	-2.9%
8	-0.3%	0.758	2.5%	-1.8%	7.9%	-8.0%
9	-11.3%	-0.164	3.7%	-2.4%	-1.4%	-3.5%
10	-7.7%	0.454	0.9%	-1.4%	-4.2%	-2.7%

Just M1AAP inhibition (five entries from above):
entry	Molecule	M1AAP inhibition
1	CC(=O)N1CCN(c2ccc(NC(=S)NC(=O)c3ccccc3)cc2)CC1	4.6%
2	O=C(c1ccccc1F)N1CCC(N2CCCCCC2)CC1	0.0%
3	O=C(Nc1nnc(-c2ccc(Cl)cc2)o1)c1ccc(N2C(=O)CCC2=O)cc1	1.1%
4	Cn1c(N2CCOCC2)c(/C=N/O)c2ccccc21	11.8%
5	O=C(CSc1nc2[nH]ncc2c(=O)[nH]1)Nc1nccs1	6.3%

Continuation.
no.	Molecule	Dynein transport	AID2073	Dynein transport cell count	Dynein transport cytoplasmic EGFP	PMI inhibition	M1AAP inhibition
11	CC1CCCCN1C(=O)c1ccc(COc2ccc([N+](=O)[O-])cc2)o1 (stereo unspecified)	-0.693	1.5%	0.685	-0.324	7.8%	5.2%
12	Cn1ncc(Cl)c1C(=O)Nc1cccc(Cl)c1	0.252	-23.1%	-0.314	-0.206	31.1%	-1.7%
13	O=C(/C=C/c1ccc(S(=O)(=O)NCc2ccco2)cc1)NCc1ccccc1Cl	0.437	3.5%	0.665	-0.253	15.1%	1.3%
14	Cc1oc(S(=O)(=O)N2CCCC2)cc1C(=O)Nc1ccc(F)cc1	0.479	0.2%	0.201	-0.257	·	0.1%
15	O=C(CSc1nn(-c2ccc(F)cc2)c(=S)s1)N1CCN(C(=O)c2ccco2)CC1	-0.721	-5.1%	0.0106	-0.158	6.1%	4.3%
16	Cc1cc(C)nc(/N=C(\N)N2CCCCC2)n1	-0.122	-0.7%	0.422	-0.15	-7.1%	-0.1%
17	CCN(CC)C(=O)c1nn(-c2ccccc2)c2c1C1CCC2(C)C1(C)C (stereo unspecified)	-0.013	-12.8%	0.357	-0.25	1.9%	3.5%
18	Cc1ccccc1C(=O)Nc1cccc(C(=O)N/N=C/c2cc(Cl)cc([N+](=O)[O-])c2O)c1	-0.484	2.4%	0.849	-0.309	-20.2%	-7.2%
19	CCOC(=O)N1CCN(Cc2c(F)cccc2F)CC1	1.39	2.1%	-1.08	-0.196	-1.4%	-1.0%
20	C/C(=N/NC(=O)c1ccccc1)c1ccc(NC(=O)C(F)(F)F)cc1	-0.401	-9.0%	0.733	-0.354	7.0%	-0.5%

no.	human PMI inhibition	Dynein transport nuclear GR-EGFP	SIAH1 antagonists	XIAP displacement	M17LAP inhibition	LYP phosphatase
11	-2.4%	-0.605	-0.7%	-4.9%	23.8%	6.4%
12	13.2%	0.575	2.1%	-4.5%	5.3%	-7.2%
13	10.9%	0.0395	1.5%	-1.6%	3.6%	-2.9%
14	·	0.226	-1.6%	·	4.3%	-4.4%
15	-1.9%	-0.0983	1.9%	-2.5%	-4.2%	-10.3%
16	-6.9%	0.15	13.8%	-1.6%	-0.3%	-7.6%
17	1.6%	0.304	6.4%	-9.2%	2.1%	0.8%
18	-39.7%	-0.169	23.1%	-11.1%	-17.6%	9.0%
19	2.7%	0.785	5.1%	-6.8%	-1.6%	-9.6%
20	-1.9%	0.43	-4.3%	-4.5%	-4.6%	1.2%

The list goes on:
no.	Molecule	Dynein transport	AID2073	Dynein transport cell count	Dynein transport cytoplasmic EGFP	PMI inhibition	M1AAP inhibition
21	CCCCCCCCc1nnc(NC(=O)c2ccco2)s1	0.673	-4.8%	-0.137	0.524	-1.9%	5.3%
22	CCN1CCCC1CNC(=O)C(NC(=O)C1CCC(C)CC1)C(C)C (stereo unspecified)	-0.936	3.3%	0.838	-0.199	-8.3%	-7.3%
23	CC(SCC(=O)NC(C)C1CC2CCC1C2)C(=O)O (stereo unspecified)	0.364	-1.8%	0.122	-0.263	-2.2%	8.7%
24	CCCNC(=O)c1cc2nc(-c3ccccc3)cc(C(F)(F)F)n2n1	0.245	5.6%	-0.538	-0.192	-4.3%	4.9%

no.	human PMI inhibition	Dynein transport nuclear GR-EGFP	SIAH1 antagonists	XIAP displacement	M17LAP inhibition	LYP phosphatase
21	2.7%	0.843	4.3%	-5.8%	4.1%	4.5%
22	-3.4%	-0.261	-6.3%	-3.1%	7.2%	-7.0%
23	1.5%	0.0116	-4.0%	-0.4%	7.1%	-10.8%
24	-7.8%	0.558	-9.0%	-6.0%	-2.0%	-8.1%

Whole records from above. Order of screens: Dynein transport | AID2073 | Dynein transport cell count | Dynein transport cytoplasmic EGFP | PMI inhibition | M1AAP inhibition | human PMI inhibition | Dynein transport nuclear GR-EGFP | SIAH1 antagonists | XIAP displacement | M17LAP inhibition | LYP phosphatase
O=C(CSc1nc2[nH]ncc2c(=O)[nH]1)Nc1nccs1 reads -0.498 | 5.4% | 0.452 | -0.297 | -12.3% | 6.3% | -22.9% | -0.119 | 6.6% | -2.5% | 2.9% | -7.5%
O=C(c1ccccc1F)N1CCC(N2CCCCCC2)CC1 reads 1.63 | 10.9% | -1.56 | -0.0779 | -4.8% | 0.0% | -1.8% | 0.994 | -8.4% | -5.5% | -0.6% | -1.3%
COc1ccccc1Nc1nc(N)nc(CSC(=S)N2CCCCC2)n1 reads -0.141 | 7.1% | -0.661 | -0.19 | · | 1.6% | · | 0.358 | 6.0% | · | 6.4% | -2.9%
